# H9c2 TAG inh: inhibitors of triacylglycerol accumulation, primary screen, cell-based, uHTS, fluorescence, H9c2. H9c2 cells, Nile Red lipid (TAG) fluorescence; cells loaded with 200 µM oleic acid. inhibition, % at 12.5 µM. actives 0.66% (n = 230,000). AID 651582, 2012;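 active means pattern-corrected inhibition of lipid staining of at least 50% with the nuclear-stain viability signal not falling by more than 50%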;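 further: 0% = DMSO wells and 100% = triacsin C control wells; some results filed as inactive read as strong as hits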
# H9c2 TAG inh DAPI viability: recorded beside H9c2 TAG inh, whose call it bears; DAPI nuclei signal change (viability), lower = more cytotoxic, %;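 whole-well DAPI fluorescence read on a plate reader as a viability signal; minus 50 percent equals half of cells still viable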
# * marks the source's active call; other numbers are inactive results. An excerpt; count on the stated rates, not on these rows.
SMILES,H9c2 TAG inh,H9c2 TAG inh DAPI viability
C[C@]12CC3CC(N)(C1)C[C@@](C)(C3)C2,13,-8
CC[C@@H]1C(=O)OC[C@@H]1Cc1cncn1C,-1,-5

# Source: PubChem BioAssay
